cardiac RTF act = increases calcium sensitivity of human cardiac regulated thin filaments | 0.24% of 340,000 active | AID 493008 | IANBD-labeled TnC RTF fluorescence at EC20 calcium; 0% EC20 calcium, 100% full calcium | activation, % at 7.2 µM;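 active = activation above the mean over all tested compounds plus 3 SD, cut at about 30% in these data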;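 note: rise in fluorescence read as greater calcium sensitivity of cardiac thin filaments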
DAGLB inh = blocks human DAGLB lipase activity; Q8NCG7; HEK293T DAGLB membrane lysate, EnzChek fluorogenic substrate; inhibition, % at 5.17 µM; 0.059% of 340,000 active; in the data active = inhibition above about 34%;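 note: 0% = enzyme with vehicle and 100% = wells lacking enzyme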
Target sequence (Q8NCG7 whole entry, looked up): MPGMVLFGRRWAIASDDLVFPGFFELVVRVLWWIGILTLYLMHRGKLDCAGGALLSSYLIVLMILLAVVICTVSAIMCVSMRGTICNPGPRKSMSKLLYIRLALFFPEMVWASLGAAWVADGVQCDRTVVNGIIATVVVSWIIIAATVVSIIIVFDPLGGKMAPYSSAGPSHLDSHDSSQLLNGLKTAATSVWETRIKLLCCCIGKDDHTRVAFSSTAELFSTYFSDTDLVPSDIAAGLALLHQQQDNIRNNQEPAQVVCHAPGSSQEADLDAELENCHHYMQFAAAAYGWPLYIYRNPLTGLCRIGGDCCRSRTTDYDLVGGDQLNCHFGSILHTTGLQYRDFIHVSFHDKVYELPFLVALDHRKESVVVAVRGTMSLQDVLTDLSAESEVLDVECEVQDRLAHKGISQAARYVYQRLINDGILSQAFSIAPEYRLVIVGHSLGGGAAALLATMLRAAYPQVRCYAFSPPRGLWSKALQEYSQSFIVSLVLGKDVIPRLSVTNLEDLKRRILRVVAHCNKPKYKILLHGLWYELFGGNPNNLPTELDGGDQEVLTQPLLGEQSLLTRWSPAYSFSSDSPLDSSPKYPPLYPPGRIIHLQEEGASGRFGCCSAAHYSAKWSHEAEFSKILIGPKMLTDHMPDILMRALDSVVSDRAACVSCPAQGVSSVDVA
CAL PDZ FP-1 = blocks peptide binding to human CAL PDZ domain; Q9HD26; purified CAL PDZ, TMR-peptide fluorescence polarization, 1 h; inhibition, % at 20 µM; 0.02% of 330,000 active; AID 504414;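 active = highest replicate inhibition of at least 40%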;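 note: plate controls were DMSO neutral control wells for no effect and unlabeled competitor peptide control wells for full effect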
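Material: tagged CAL PDZ protein CerCALP, purified; buffer or medium: sodium phosphate/NaCl buffer pH 7.4 with TCEP, IgG, Thesit; also added: fluorescent TMR peptide probe; schedule: 1 h incubation at room temperature before polarization reading; technique: fluorescence polarization from S- and P-plane intensities, G-factor corrected; control set: unlabelled peptide and DMSO controls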
LANA DNA inh = blocks KSHV LANA C-terminal domain binding to DNA | inhibition, % at 9 µM | 0.078% of 340,000 active | MBP-C-LANA/FAM-LBS DNA binding, fluorescence polarization | AID 504423;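 active = highest replicate inhibition at or above 60% at 9 µM, even if other replicates fall short; inactive = all replicates below 60% inhibition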;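 note: 0% = neutral control wells and 100% = 4 µM acridine orange control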
RTF Ca sens inh = cardiac RTF calcium desensitization | P19429+P45379 | IANBD-labeled cardiac RTF, Ca2+ fluorescence | inhibition, % at 7.15 µM | 0.12% of 340,000 active;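 active = inhibition above the mean inhibition of all tested compounds plus 3 SD, cut at about 17% in these data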;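 note: assay run at fixed EC70 calcium of 1.6 mM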
SR-BI DiI-HDL act = enhances SR-BI lipid uptake from DiI-HDL. CHO ldlA[mSR-BI] cells, DiI-HDL uptake fluorescence, 3 h; 100 = double the neutral-control signal. 0.096% of 320,000 active. AID 504775. activation, % at 12.5 µM;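 active = mean replicate activation of at least 60% and every replicate at or above 60%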;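 note: 0% = median plate neutral-control signal and 100% = twice that signal; values of inactives mirror those of a sister screen read the other way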
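Test system: SR-BI-overexpressing, LDLR-lacking CHO cells; Also added: labelled HDL, 10 µg/mL; Measured by: bottom-read cell fluorescence after medium removal, ex 550/em 595 nm; Timing: 3 h uptake period with compound, 37 °C; Buffer or medium: F12, 0.5% BSA, 25 mM HEPES; Doses: single compound concentration, delivered by pin transfer.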
CAL PDZ FP-2 = blocks peptide binding to the human CAL PDZ domain; AID 602252; purified CAL PDZ, TMR-peptide fluorescence polarization, 1 h; Q9HD26; inhibition, % at 24.9 µM; 0.92% of 300,000 active;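 active = mean inhibition of at least 30% with at least half of replicates also reaching 30%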;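 note: 0% = DMSO neutral control and 100% = excess unlabeled competitor peptide PRC23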
PKA-R2B activ = activators of human PKA-R2B complex | 0.079% of 340,000 active | PKA-R2B holoenzyme dissociation, Cy5-IP20 fluorescence polarization; R2B truncated from residue 108, S112A mutant; 0% DMSO only, 100% 113 µM cGMP | AID 504700 | activation, % at 11.4 µM | P22694+P31323;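 active = activation above a cutoff set at the mean over all compounds plus 3 SD, cut at about 18% in these data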;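 note: higher means more holoenzyme dissociation and a rise in polarization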
Rtt109 Vps75 = C. albicans Rtt109 histone acetyltransferase inhibition | Q5AAJ8 | purified Rtt109/Vps75, ThioGlo CoA-SH fluorescence, 4 h | inhibition, % at 34.9 µM | 0.16% of 330,000 active | AID 540336;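 active = inhibition of at least 50% in every replicate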
Target sequence (Q5AAJ8 whole entry, looked up): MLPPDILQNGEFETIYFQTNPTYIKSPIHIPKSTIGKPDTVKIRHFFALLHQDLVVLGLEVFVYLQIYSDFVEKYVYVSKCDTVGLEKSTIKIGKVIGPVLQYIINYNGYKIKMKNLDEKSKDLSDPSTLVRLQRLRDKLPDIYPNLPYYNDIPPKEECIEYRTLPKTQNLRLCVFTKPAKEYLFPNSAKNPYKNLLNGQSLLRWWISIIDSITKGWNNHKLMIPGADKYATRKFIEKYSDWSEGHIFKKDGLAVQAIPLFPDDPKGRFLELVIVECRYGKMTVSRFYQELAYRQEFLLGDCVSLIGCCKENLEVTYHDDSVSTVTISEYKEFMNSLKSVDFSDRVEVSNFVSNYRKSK
Keap1-Nrf2 PPI = Keap1-Nrf2 (human) interaction inhibition | inhibition, % at 9.4 µM | Q14145 | 0.15% of 340,000 active | Keap1 Kelch-Nrf2 peptide fluorescence polarization, 1536-well; in the data active = inhibition above about 12%;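 note: human Keap1 Kelch domain with fluorescein labeled Nrf2 9mer peptide probe; 0% = neutral control wells and 100% = peptide positive control; higher means more block of Keap1 binding to Nrf2 peptide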
* hit, by the source's call; . = no result given.

Every second line gives: cardiac RTF act	DAGLB inh	CAL PDZ FP-1	LANA DNA inh	RTF Ca sens inh	SR-BI DiI-HDL act	CAL PDZ FP-2	PKA-R2B activ	Rtt109 Vps75	Keap1-Nrf2 PPI
O=C(O)C(CCc1ccccc1)N1C(=O)c2ccccc2C1=O (centres undefined)
    1.3	0.9	10.1	-1.3	2.6	22.4	-10.9	3.5	0.1	-1.2
Cc1cccc(/C=C2/Sc3ccc(C(=O)NCCCN4CCOCC4)cc3NC2=O)c1
    2.4	1.5	-6.1	1.0	-5.5	9.0	-0.9	-3.4	0.4	-3.6
COCCSc1nnc(NC(=O)c2cc(C(=O)OC)cc([N+](=O)[O-])c2)s1
    3.9	1.4	-3.5	2.3	-9.5	1.7	-2.0	-1.8	3.9	2.3
COc1ccc(-c2ccc(OC(=O)NC3CCS(=O)(=O)C3)cc2)cc1 (centres undefined)
    -8.1	-1.7	0.2	-0.2	-3.2	8.2	12.1	-4.6	-3.7	-1.4
CC(=O)N1CCN(C(=O)CSc2nnc(C)n2-c2ccccc2)CC1
    2.1	1.4	-0.2	1.1	-5.0	0.2	-4.0	0.3	6.1	-3.4
C[C@]12c3[nH]c4cc(-c5ccco5)ccc4c3CCN1C(=O)[C@@H](CC(=O)NCc1ccco1)C[C@@H]2C(=O)N1CCOCC1
    -3.4	0.9	-0.5	-2.2	-5.7	-1.8	-4.5	3.0	7.5	-4.4
O=[N+]([O-])c1ccc(/C=C2\CCC(C3=CCCC3)=C2N2CCOCC2)cc1
    -2.8	1.7	0.1	-1.4	-0.3	-48.9	-4.9	-4.3	9.6	-2.4
CN(C(=O)c1cccc(NC(=O)Cc2ccc(NC(=O)C3CCN(C(=O)C4CCCCC4)CC3)cc2)c1)C1CCC1
    -4.4	0.8	-0.4	-3.4	-14.8	-28.2	-3.0	2.9	1.4	1.0
CCOC(=O)C1CCN(C(=O)CN(c2ccc3c(c2)OCCO3)S(C)(=O)=O)CC1
    -5.6	-1.3	-0.1	0.4	-6.4	11.0	.	0.4	-6.0	3.5
CC(C)(C)CCN1CCC(CN2CCNC(=O)C2=O)CC1
    -3.4	-0.2	-0.3	2.4	-4.8	11.3	-3.4	-12.7	-3.7	-2.1
COc1cc2sc3ccc(-c4ccc(CN5CCOCC5)cc4)cc3c(=O)c2cc1OC
    -2.9	-0.3	-6.0	2.9	-8.9	-71.4	-5.7	-0.6	6.6	-1.8
CC(C)(C)SCCNC(=O)CN(c1ccc(F)cc1)S(C)(=O)=O
    -6.4	-1.3	-3.1	0.2	4.7	10.0	8.0	0.5	-9.5	3.3
Cc1ccc([N+](=O)[O-])c(-c2n[nH]c(=S)n2-c2cccc(Cl)c2)c1
    -3.2	3.2	0.6	0.1	2.1	3.7	-1.6	2.3	6.1	-6.4
CCn1c(-c2ccccc2Cl)nn(CC(=O)Nc2ccc(OC)cc2)c1=S
    -6.9	-2.3	-0.6	2.5	-5.2	3.7	-0.7	-10.0	6.5	2.1
O=C1NCCCC1C(=O)N/N=C/c1ccccc1 (centres undefined)
    3.9	2.5	-2.6	0.4	-13.4	8.3	-0.4	0.1	4.3	2.8
CN1CCN(c2nc(-c3ccco3)cc(C(F)(F)F)n2)CC1
    -6.2	-1.3	0.3	-1.6	2.4	7.7	-2.5	-10.1	11.7	-1.5
O=C(NCc1ccc2c(c1)OCO2)C1CCN(Cc2cnn(-c3ccccc3)c2-n2cccc2)CC1
    1.1	-1.6	-0.8	-0.3	-2.4	-8.5	-3.9	-1.4	15.1	-2.5
c1cnc2ccc(C(c3nnnn3C3CCCCC3)N3CCN(C4CCCCC4)CC3)cc2c1 (centres undefined)
    9.2	1.1	-3.0	1.5	-9.0	21.7	-1.0	10.3	5.3	-4.0
Cc1ccc(S(=O)(=O)Cc2csc(N)n2)cc1
    3.4	2.5	-0.9	-1.0	-5.8	-4.2	-2.4	7.3	11.9	-2.2
CC1=CC(C)(C)N(S(=O)(=O)c2ccc(C)cc2)c2cc(C)ccc21
    0.6	-17.5	-2.8	1.1	3.2	0.0	-1.8	0.8	-6.2	-8.9

(list continues)
Every second line gives: cardiac RTF act	DAGLB inh	CAL PDZ FP-1	LANA DNA inh	RTF Ca sens inh	SR-BI DiI-HDL act	CAL PDZ FP-2	PKA-R2B activ	Rtt109 Vps75	Keap1-Nrf2 PPI
COc1ccc(S(=O)(=O)N2CCOCC2)cc1NC(=O)Cc1c(Cl)cccc1Cl
    8.0	1.8	0.5	0.0	1.4	-17.3	4.2	-4.1	0.9	-0.9
CCn1nnnc1SCC(=O)Nc1ccc(F)cc1
    -0.4	-2.4	0.0	-0.5	8.1	.	.	-11.4	8.2	-3.1
Cc1c2cn[nH]c(=O)c2c(C)n1-c1ccccc1
    -2.9	-2.3	-1.6	-0.9	-4.5	6.0	-13.4	-1.3	-2.8	1.8
Cc1ccc([C@H]2C(C(=O)O)=CC[C@@H](c3cccc(C)c3)N2S(=O)(=O)c2ccc(C)cc2)cc1
    -5.2	0.9	-1.4	3.0	-4.2	5.6	-2.5	-6.5	7.7	-2.1
COC(=O)[C@H](CCSC)NS(=O)(=O)c1ccccc1Br
    7.0	-2.1	-0.5	2.9	-1.6	6.0	2.2	1.5	-2.1	-5.2
Cc1nc([N+](=O)[O-])cn1Cc1cccc2ccccc12
    -8.2	2.9	-1.2	0.8	-10.1	-37.0	-3.3	3.1	-0.3	-2.5
CCOC(=O)C(=O)N(Nc1ccc(C)cc1)c1ccc(C)cc1
    2.8	0.1	-0.7	0.1	-7.7	18.8	-2.0	-1.7	7.7	1.9
O=c1nc(NO)ccn1C1CCCO1 (centres undefined)
    -3.6	1.6	-0.1	-14.9	0.6	15.7	-4.1	0.0	-2.5	1.6
COC(=O)c1cc(NC(=O)CN2C(=O)CSC2=O)ccc1Cl
    -1.0	-0.6	-0.9	0.4	5.9	6.3	-1.2	-13.1	-3.1	-1.0
CN1CCC(=NNC(=O)C(=O)Nc2ccccc2)CC1
    3.0	3.6	-0.4	1.1	-4.7	1.0	-2.6	6.1	0.2	0.8
COc1ccc(Br)cc1CN1CCN(C(=O)c2cccc(OC)c2OC)CC1
    6.9	0.2	-2.7	0.6	-9.6	-16.1	-0.8	-7.1	-1.8	-8.7
Cc1cc(Br)cc(C)c1OCCCCN(C)C
    -3.2	1.0	.	-0.4	-0.6	-5.3	-6.1	7.0	-0.4	-0.8
O=C(NCc1ccco1)C1(S(=O)(=O)c2ccc(Cl)cc2)CC1
    -4.9	1.8	-1.1	-2.0	-1.9	15.2	.	-18.9	1.6	-6.2
CCOc1cc(/C=N/NC(=O)c2cccnc2)ccc1OCC(N)=O
    -5.6	-1.4	-1.9	-1.0	-5.1	7.2	-0.8	6.0	7.8	1.2
Cc1nc2ccc(C(=O)OCC(=O)N(C)c3ccccc3)cc2nc1C
    -3.4	2.1	-3.7	-0.4	-6.5	15.0	0.2	-5.3	7.0	0.9
Cc1ccc(S(=O)(=O)n2c(=O)oc3ccccc32)cc1
    1.7	-0.6	-0.3	-0.4	-1.8	22.8	-16.2	-1.1	-4.0	-6.4
CS(=O)(=O)N(CCc1ccccc1)CC(=O)NCc1ccc2c(c1)OCO2
    3.7	-0.3	-0.4	-0.4	-4.1	26.7	0.0	8.1	-6.6	-1.5
C=C1N(c2cccc(Cl)c2)C(=O)OC1(C)C
    -0.9	1.8	0.5	0.0	3.2	18.9	1.8	3.7	.	-0.9
O=C(Nc1ccn(CCCNCCCN2CCCC2=O)c(=O)n1)OCc1ccccc1
    -4.8	-0.5	-1.0	3.8	-1.6	.	-2.3	-6.7	2.7	-1.7
O=C(O)CC(NC(=O)c1ccccc1NC(=O)c1ccccc1)C(=O)O (centres undefined)
    4.9	-1.5	0.0	0.6	3.6	35.2	-3.8	3.0	-10.4	3.6

The results go on.
Every second line gives: cardiac RTF act	DAGLB inh	CAL PDZ FP-1	LANA DNA inh	RTF Ca sens inh	SR-BI DiI-HDL act	CAL PDZ FP-2	PKA-R2B activ	Rtt109 Vps75	Keap1-Nrf2 PPI
Cc1ccc(C(=O)c2cc([N+](=O)[O-])ccc2N2CCOCC2)cc1
    -4.3	-1.5	0.3	0.7	-15.3	-43.8	-0.8	7.9	8.7	1.7
Cc1ccc(C(=O)Nc2cc3c(cc2N2CCCCC2)n(C)c(=O)n3C)cc1
    0.2	1.1	-2.7	1.3	0.1	-1.2	-0.5	0.6	-0.1	-3.0
Cn1cc(CCC(=O)N2CCCC(Nc3ccc(F)cc3)C2)cn1 (centres undefined)
    2.6	-3.3	-0.9	-0.2	-7.0	6.2	.	-5.7	-4.3	-0.7
O=C(CC1Oc2ccccc2NC1=O)NCCc1ccccc1 (centres undefined)
    -2.2	0.4	0.0	-0.7	-2.9	7.7	1.0	3.5	-20.1	-0.7
CCc1nnc2n1N=C(c1cccc([N+](=O)[O-])c1)CS2
    8.2	-2.2	-0.4	-0.3	-6.3	0.8	-4.9	2.2	-4.4	-3.1
CC1(CCC(=O)O)C(=O)CCC2C1CCC1(C)C2CCC1(C)O (centres undefined)
    -1.0	-1.3	-0.1	-0.3	2.4	8.2	.	-6.6	2.8	-3.8
O=C(NCCc1ccccc1)c1cccc(Br)c1
    -7.5	-4.4	0.9	-1.5	-3.2	1.9	-5.8	-3.7	8.3	3.6
CC(C)NC(=S)N/N=C/c1cc(Br)ccc1O
    6.9	11.1	-0.8	-1.9	-3.3	-30.4	2.9	7.7	-1.8	0.7
Cc1ccc(CCN2CC(C(=O)NCCCOC(C)C)CC2=O)cc1 (centres undefined)
    2.3	-0.8	-2.4	0.8	-7.4	25.7	-3.9	7.7	-4.9	-2.0
CSCC[C@H](N)C(=O)NC[C@H]1O[C@@H](n2cnc3c(N)ncnc32)[C@H](O)[C@@H]1O
    -3.8	-0.8	0.4	1.4	-0.7	5.2	-6.3	-2.9	-5.8	0.3
O=C(O)CCCCCNc1nc2ncn(Cc3ccccc3)c2c(=O)[nH]1
    -4.7	-0.3	-2.1	-0.4	-2.9	33.2	-2.8	-10.1	.	3.0

Results in SR-BI DiI-HDL act, cardiac RTF act and PKA-R2B activ, for four of the compounds above:
Structure | SR-BI DiI-HDL act | cardiac RTF act | PKA-R2B activ
CCc1nnc2n1N=C(c1cccc([N+](=O)[O-])c1)CS2 | 0.8 | 8.2 | 2.2
Cn1cc(CCC(=O)N2CCCC(Nc3ccc(F)cc3)C2)cn1 (centres undefined) | 6.2 | 2.6 | -5.7
O=C(NCCc1ccccc1)c1cccc(Br)c1 | 1.9 | -7.5 | -3.7
CC(C)NC(=S)N/N=C/c1cc(Br)ccc1O | -30.4 | 6.9 | 7.7

From PubChem
